ASAP1 GAP inh: blocks human ASAP1-stimulated Arf1 GTP hydrolysis. Q9ULH1. AID 624377. GDP FP detection. inhibition, % at 16.5 µM. actives 0.19% (n = 360,000); in the data active = inhibition above about 25%;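 note: 0% = vehicle with enzyme and substrate and 100% = no enzyme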
PLCg1 inh: inhibitors of human phospholipase C gamma1; P19174; purified PLC-gamma1, fluorogenic substrate, fluorescence; inhibition, % at 12.2 µM; actives 0.84% (n = 370,000); AID 720700; in the data active = inhibition above about 9.5%
DDE Tn7 FP inh: inhibitors of Tn7 peptide binding to human fibrin DD(E); actives 0.13% (n = 370,000); inhibition, % at 8.3 µM; P02675; AID 720508; FP displacement of FITC-Tn7 peptide from fibrin DD(E); 0% = median of compound wells per plate;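 active = inhibition above the mean of compounds falling within the control limits plus 3 SD of them, cut at about 14% in these data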;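 note: 0% = plate median of compound wells and 100% = 10 µM Aha-Tn7 peptide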
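Assay system: Human fibrin DD(E) protein | Medium: Tris buffer with calcium and detergent, pH 7.8 | Reagent: 0.1 µM fluorescent Tn7 | Compound dosing: Single point at 8.3 µM | Times: 10 min preincubation, 3 h with tracer, room temperature | Detection: Fluorescence polarization of the labelled Tn7 tracer | Controls: Aha-Tn7 high control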
ARFGAP1 inh: inhibits rat ARF GTPase activating protein 1. Q62848. Arfgap1-stimulated ARF1 GTP hydrolysis, GDP FP detection. inhibition, % at 16.5 µM. actives 0.26% (n = 360,000);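 active = inhibition above a per-plate limit, mean inhibition of low control wells plus 3 SD, cut at about 25% in these data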;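 note: 0% = DMSO wells with enzyme and 100% = wells lacking Arfgap1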
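Assay system: Rat Arfgap1 GAP domain (His6, aa 1-136), purified enzyme | Buffer or medium: HEPES 25 mM pH 7.5, NaCl 150 mM, MgCl2, DTT | Schedule: GTP hydrolysis reaction 2 h at 25 °C | Signal: FP of antibody-bound GDP Alexa 633 tracer, ex 620/em 688 nm | Measure: Percent inhibition of Arfgap1-stimulated GTP hydrolysis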
UHRF1 MBD2 ctr: blocks human UHRF1 binding to methylated DNA | AID 687016 | inhibition, % at 4.4 µM | actives 0.75% (n = 370,000) | UHRF1 binding to methylated oligo, TR-FRET; in the data active = inhibition above about 21%;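 note: UHRF1 SRA domain binding a hemimethylated CpG hairpin DNA probe; 0% = median of test compound wells and 100% = reference inhibitor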
Target sequence (Q96T88 whole entry, looked up, the tested form may be a part): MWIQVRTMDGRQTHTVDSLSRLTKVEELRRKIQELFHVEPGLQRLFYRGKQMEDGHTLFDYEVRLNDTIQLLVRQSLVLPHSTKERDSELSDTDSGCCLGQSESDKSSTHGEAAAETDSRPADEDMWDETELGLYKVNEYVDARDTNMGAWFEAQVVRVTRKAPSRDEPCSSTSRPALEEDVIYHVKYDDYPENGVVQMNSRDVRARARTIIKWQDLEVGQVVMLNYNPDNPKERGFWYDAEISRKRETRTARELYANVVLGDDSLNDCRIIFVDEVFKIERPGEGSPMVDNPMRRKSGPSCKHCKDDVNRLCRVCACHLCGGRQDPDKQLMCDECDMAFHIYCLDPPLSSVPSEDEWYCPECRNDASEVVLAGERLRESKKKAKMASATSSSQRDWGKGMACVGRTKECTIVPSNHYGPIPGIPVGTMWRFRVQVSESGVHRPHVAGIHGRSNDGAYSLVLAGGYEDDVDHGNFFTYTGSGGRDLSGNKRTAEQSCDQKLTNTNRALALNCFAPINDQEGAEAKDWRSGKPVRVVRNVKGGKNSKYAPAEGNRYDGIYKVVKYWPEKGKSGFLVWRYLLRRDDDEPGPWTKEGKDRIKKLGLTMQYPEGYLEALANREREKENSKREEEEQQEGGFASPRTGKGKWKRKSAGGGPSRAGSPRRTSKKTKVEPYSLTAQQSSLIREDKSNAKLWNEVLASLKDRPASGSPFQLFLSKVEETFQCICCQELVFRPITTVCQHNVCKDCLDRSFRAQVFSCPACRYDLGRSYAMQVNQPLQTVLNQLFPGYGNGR
Tn6 DDE FP: DD(E)-Tn6 binding inhibition, primary FP screen. Fibrin DD(E) TRITC-Tn6 fluorescence polarization displacement. inhibition, % at 8.3 µM. AID 720509. P02675. actives 0.21% (n = 370,000);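 active = inhibition above a per-campaign cutoff: mean of compounds within control limits plus 3 SD, cut at about 15% in these data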;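 note: 0% = median of all compound wells on the plate and 100% = blocking peptide control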
sPLA2-III inh: Inhibits HGIII-sPLA2 liposome hydrolysis, primary screen | QFRET BODIPY PC-A2 liposome hydrolysis, fluorescence | inhibition, % at 12.2 µM | actives 0.56% (n = 370,000);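 active = inhibition above mean plus 3 SD of compounds lying within the high and low control bounds, cut at about 19% in these data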;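 note: 0% = median of test compound wells and 100% = no enzyme DMSO wells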
PLC-beta3 inh: PLC-beta3 (human) inhibition, primary screen | inhibition, % at 12.2 µM | actives 0.18% (n = 370,000) | AID 720704 | Purified PLC-beta3, fluorogenic substrate, fluorescence; in the data active = inhibition above about 11%;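 note: 0% = median of compound wells on plate and 100% = full blocker control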
Rev-erbA mod: modulates human Rev-erb alpha binding to DNA; P20393; Rev-erbα–FITC-DNA binding, fluorescence polarization, 90 min; activity, % at 10 µM; actives 0.79% (n = 370,000); AID 1259318;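 active = activity above about 14%, limit read from the data; passing the limit was not always enough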;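 note: 0% = DMSO wells with 35 nM protein and 100% = DMSO wells with 750 nM protein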
proKLK7 act: activates the human kallikrein-7 zymogen; purified proKLK7, EDANS-DABCYL substrate fluorescence; 100% is mature enzyme control, 0% vehicle; P49862; AID 652039; activation, % at 7 µM; actives 0.9% (n = 370,000);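 active = activation above the mean of all tested compounds plus 3 SD, computed per campaign excluding outliers beyond control limits, cut at about 13% in these data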
Target sequence (P49862 whole entry, looked up): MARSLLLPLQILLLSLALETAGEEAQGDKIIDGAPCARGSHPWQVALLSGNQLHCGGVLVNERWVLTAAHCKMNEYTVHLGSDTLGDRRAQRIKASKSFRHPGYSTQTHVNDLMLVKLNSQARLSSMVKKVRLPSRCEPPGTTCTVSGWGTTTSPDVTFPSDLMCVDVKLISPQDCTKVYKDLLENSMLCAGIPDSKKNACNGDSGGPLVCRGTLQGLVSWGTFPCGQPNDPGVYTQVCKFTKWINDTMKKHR
* hit, by the source's call; i = inactive; / = not tested or not shown.

SMILES	ASAP1 GAP inh	PLCg1 inh	DDE Tn7 FP inh	ARFGAP1 inh	UHRF1 MBD2 ctr	Tn6 DDE FP	sPLA2-III inh	PLC-beta3 inh	Rev-erbA mod	proKLK7 act
CCOC(=O)C1=C[C@@H](CC)N(S(=O)(=O)c2ccc(C)cc2)[C@H]1c1cccs1	4	-1	0	1	-1	4	-9	1	2	0.2
CC(C)(C)OC(=O)NCCC(=O)N/N=C/c1cccc2cccnc12	1	-3	-5	7	2	-1	15	-11	0	0.1
O=C(COC(=O)CNC(=O)c1ccc(F)cc1)NC1CCCc2ccccc21 (stereo not given)	10	3	-1	3	-1	0	-1	-4	-1	0.1
CN(CC(=O)Nc1ccc(F)cc1)C(=O)CN1C(=O)c2cccc([N+](=O)[O-])c2C1=O	2	-3	5	-1	-1	2	17	-11	-1	-0.3
O=C(CCc1ccco1)CCc1ccco1	-1	-3	12	-15	14	5	-3	-9	-7	-0.4
O=C(OCCOc1ccc(Br)cc1)c1ccc(Cl)c(S(=O)(=O)N2CCOCC2)c1	8	-2	2	-6	-2	2	3	-4	13	0.3
CCOc1ccc2[nH]c3ncccc3c(=O)c2c1	2	-482	-3	21	-8	-9	-6	i	-1	7.1
CCOc1ccc(OCCCC(=O)Nc2cc(S(=O)(=O)N3CCOCC3)ccc2N2CCOCC2)cc1	-1	0	-2	6	0	4	-3	-6	6	-0.2
CN(C)c1ccc(NC(=O)CSc2nnc(-c3ccco3)c(-c3ccco3)n2)cc1	-6	-11	1	15	-10	0	7	-21	-30	0.7
COc1ccc(C2C(C(=O)O)CCC(=O)N2c2ccc(OC)cc2)cc1 (stereo not given)	9	-1	-1	-2	-1	5	3	0	2	-0.5
CCC1CCCCN1C(=O)COC(=O)c1n[nH]c2ccccc12 (stereo not given)	10	2	-1	6	1	2	-6	0	-6	-0.4
COc1ccc(C(C(=O)NCc2ccccc2)N(Cc2ccco2)C(=O)c2cnccn2)cc1 (stereo not given)	-8	-2	1	6	4	5	0	-4	3	0.4
CC(C)(O)C1CC[C@@](C)([C@@H]2CC[C@]3(C)[C@H]2[C@H](O)CC2[C@@]4(C)CCC(O)C(C)(C)C4C(OC4OC(CO)C(O)C(O)C4O[C@@H]4OCC(O)C(O)C4O)C[C@]23C)O1 (stereo not given in full)	-8	0	-1	1	-1	-3	-3	1	0	-0.4
CCN1C(=O)C(CC(=O)Nc2ccccc2)S/C1=N\c1ccccn1 (stereo not given)	-4	2	-3	-5	0	8	-4	-4	/	0.0
NC(CCc1ccccc1)c1csc(NC(=O)NCCc2ccccc2)n1 (stereo not given)	16	4	7	-12	-1	-10	-4	-1	1	0.7
O=C(Nc1nc2cc3c(cc2s1)OCO3)C1CCCCC1	-8	0	4	6	0	3	-10	-10	4	0.0
C[C@H]1COC(=O)[C@H](CC(=O)OC(C)(C)C)C/C=C\C[C@@H](CC(=O)N[C@H](CO)Cc2ccccc2)C(=O)N1	-7	5	5	-7	1	-4	6	0	-2	-0.6
O=C(OCc1cn([C@H]2C[C@H](c3ccc(Cl)cc3)N(CC3CCCCC3)C[C@@H]2O)nn1)c1ccccc1	-21	-1	2	5	1	8	5	2	3	-0.2
C/C(=N\NC(=O)c1ccc(F)cc1)c1cccc(NC(=O)c2ccco2)c1	1	-1	0	-6	1	-7	7	-1	-1	-0.5
CCOC(=O)N1CCN(Cc2cc(=O)oc3ccc4ccccc4c23)CC1	0	-16	3	1	2	3	3	-20	1	-12
O=C(Nc1cccc(Cl)c1)c1nc[nH]c1C(=O)NCc1ccccc1	1	1	2	-2	-2	4	-2	-2	0	-0.5
O=C(CNC(=O)c1ccncc1)N/N=C/c1cccc([N+](=O)[O-])c1	-4	-1	11	1	0	6	3	1	-2	0.1
Cc1nn(C)c(Cl)c1CN1CCN(C2CCCC2)C(CCO)C1 (stereo not given)	-7	0	-5	-3	-2	-5	-4	2	0	-0.5
Cc1cccn2c(CN3CCCC(c4ccccc4)C3)c(C(=O)N3CCOCC3)nc12 (stereo not given)	0	2	-2	8	0	-1	-1	1	-2	-0.3
CCN(C(=O)COC(=O)c1cccnc1SC)C1CCCCC1	9	1	-9	0	1	-1	-5	2	4	-0.5
NS(=O)(=O)c1cccc(NC(=O)COC(=O)CN2C(=O)C3CC=CCC3C2=O)c1 (stereo not given)	6	0	-3	4	-4	-10	0	0	-1	-1.1
C/C(=N\NS(=O)(=O)c1ccc(Br)cc1)c1cccs1	12	1	2	-1	0	0	-5	1	3	0.3
CC(C)n1ncc2c(C(=O)Nc3ccccc3SCC(N)=O)cc(C3CC3)nc21	4	-1	-4	-4	-2	-1	-4	-8	-1	9.4
Cc1ccc(NC(=O)CC2NCCNC2=O)cc1Cl (stereo not given)	6	-1	2	2	-2	6	3	3	-1	0.1
COC(=O)[C@@]12C[C@@H](CC(=O)N3CCC(c4ccccc4)CC3)C(=O)N(CCc3ccc(OC)c(OC)c3)C1=CCC(C)(C)C2	10	4	0	9	-1	2	-10	1	1	0.9
O=c1c(Cc2ccccc2)c(O)ccn1C1CCCCCCC1	3	-1	0	10	-1	3	-5	-3	2	0.0
O=C(/C=C/Nc1ccccc1)C(F)(F)F	-2	-1	3	-6	5	1	12	-4	3	0.1
O=C(c1ccccc1)C1CCN(C(=O)c2ccc(Cl)cc2)CC1	5	8	-6	17	1	-2	11	0	4	0.5
O=c1oc(-c2ccccc2)nc2c1cnn2-c1ccccc1	-5	0	2	9	0	2	6	-1	-4	0.2
Cc1c(C)n(C(=O)CSc2ncn[nH]2)c2ccccc12	-4	-1	5	-9	0	3	-13	0	3	0.0
CCOC(=O)C1CCCN(C(=O)C2c3ccccc3Oc3ccccc32)C1 (stereo not given)	0	-26	3	1	2	3	-1	-32	3	0.2
COc1cccc(C=C(C(C)=O)C(=O)c2ccccc2)c1	18	-1	-7	10	-1	4	-3	4	-6	-0.2
C=CC[C@@H](Cc1ccc(F)cc1)C(=O)OC[C@@H]1CCCN1C(=O)[C@@H](CC=C)CC(=O)NCCO	6	-3	5	11	0	-4	-3	-3	4	-0.1
COc1ccc(CNC(=O)CN(c2ccc(OC)cc2)S(=O)(=O)c2c(C)nn(C)c2C)cc1	2	0	0	2	1	4	-7	2	-1	-0.1
CCOC(=O)CSc1nnc(-c2ccc(S(=O)(=O)N3CCC(C)CC3)cc2)o1	-1	0	8	10	0	-3	-2	1	9	-0.9
O=C(Nc1ccccc1O)c1c(O)c2c([nH]c1=O)CCCC2	9	-14	-1	6	-2	-7	-2	-17	-2	-0.3
COc1ccc(NC(=O)C(c2ccc(OC)cc2)N(C)C(=O)CC2NC(=O)NC2=O)cc1 (stereo not given)	-1	2	8	-1	3	-2	13	-2	1	-0.5
Cc1ccc(-c2nnn(CC(=O)N(c3ccccc3F)C(CC(C)C)C(=O)NCC3CCCO3)n2)cc1 (stereo not given)	-6	4	-5	13	-2	-3	1	3	5	1.2
CCN(C(=O)COC(=O)c1c(-c2ccccc2)noc1C)c1c(N)n(Cc2ccccc2)c(=O)[nH]c1=O	-7	3	-5	2	5	6	4	-3	0	0.3
N#Cc1nc(-c2cccs2)oc1NCc1ccc(Cl)cc1	-15	i	1	8	1	-4	-3	i	3	-18
COc1ccc2[nH]cc(C(=O)CN3CCCC(C)(C)C3)c2c1	4	-6	0	4	2	-3	-4	-12	-1	0.2
O=C(Nc1ccccc1N1CCN(C(=O)c2ccccc2)CC1)c1ccc2c(c1)OCO2	12	0	-2	23	6	-12	3	-6	2	0.2
O=C(CCNC(=O)c1ccccc1Cl)NCC12CC3CC(CC(C3)C1)C2	5	2	-7	6	0	5	0	0	4	0.8
COc1ccc(CCn2c(C)cc3c(c2=O)C(c2ccncc2)C(C#N)=C(N)O3)cc1OC (stereo not given)	-4	-2	0	-13	0	1	3	-1	1	-0.4
CC(/C=C1\NC(=S)NC1=O)=C\c1ccccc1	-15	0	3	12	-8	-1	9	-8	3	-0.6
Cc1onc(-c2c(F)cccc2Cl)c1C(=O)ONC(=O)c1ccco1	1	-12	-7	-5	-2	-3	-7	-24	-1	0.2
Cn1c(=O)c2ccccc2n2c(=S)[nH]nc12	-14	0	0	5	-2	-5	4	-16	-2	-0.2
NS(=O)(=O)c1cc(C(=O)NCCc2ccccn2)ccc1Cl	-4	-1	3	-5	4	2	7	-4	-5	-0.3
COC(=O)c1cc(S(=O)(=O)N2CCN(c3cccc(C)c3C)CC2)c[nH]1	4	-4	-4	-5	-2	-1	-22	-8	-1	0.0
O=C(CO)c1c[nH]c2ccccc12	-16	3	11	1	-1	6	0	4	-3	-0.6
COC(=O)CC(NC(=O)CN1CCN(c2ccc(F)cc2)CC1)c1cccc(F)c1 (stereo not given)	20	-2	4	-4	2	2	6	-4	0	-0.6
C=CCNCCOCCOc1ccc(Cl)cc1C(C)(C)C	2	3	-3	13	1	-1	-8	-2	-8	0.1
CC[n+]1ccccc1/C=C/Nc1ccccc1	0	0	1	4	2	2	8	-3	3	-0.3
Cc1ccc([C@H]2C[C@H](n3cc(C4CC4)nn3)[C@@H](O)CN2C(=O)C2CCCCC2)cc1	4	0	-4	10	1	-3	5	4	-1	0.3
O=C(C1CCCO1)N1CCN(C(c2ccccc2)c2ccccc2)CC1 (stereo not given)	3	-2	5	-2	1	-7	0	-2	0	0.0
O=C(NC1CC1)c1ccc(-c2cnc3cccnn23)cc1	7	i	1	-6	-4	4	4	i	-8	77*
CN(c1ccccc1C(=O)Nc1ccc2c(c1)OCCO2)S(C)(=O)=O	9	-2	-9	3	0	-2	1	0	-4	-0.1
CCN(C(=O)COC(=O)c1cccc(S(=O)(=O)N(CC)CC)c1)C1CCS(=O)(=O)C1 (stereo not given)	-2	0	6	9	0	2	-1	-4	2	-0.7

An excerpt from above with just sPLA2-III inh and PLCg1 inh:
| mol | sPLA2-III inh | PLCg1 inh |
| --- | --- | --- |
| O=C(CO)c1c[nH]c2ccccc12 | 0 | 3 |
| COC(=O)CC(NC(=O)CN1CCN(c2ccc(F)cc2)CC1)c1cccc(F)c1 (stereo not given) | 6 | -2 |
| C=CCNCCOCCOc1ccc(Cl)cc1C(C)(C)C | -8 | 3 |
| CC[n+]1ccccc1/C=C/Nc1ccccc1 | 8 | 0 |

Bioassay records as filed in PubChem BioAssay.
